MLL CXXC-DNA inh = blocks binding of human MLL CXXC domain to DNA | Q03164 | Potency, µM (highest dose often 115 µM), without a hit: at the top dose activity change, negative = inhibition, most hits filed as inhibitors | hit rate 0.037% among 290,000 | MLL-CXXC / FITC-HOXA9 DNA fluorescence polarization | AID 2662; active = well fitted inhibition curve with a large enough effect in the polarisation, with a control signal flat, not every such curve was filed as active; inconclusive = small, poorly fitted or top-dose-only effect, or effect the other way, or a change in a side signal; inactive = no such curve, though single readings can be large or run the other way; the % refers to the polarisation; note: potency is the fitted concentration of half-maximal effect
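Fluorescence polarization: 7 uM MLL-CXXC (stock) preincubated 5 min with compounds, then 50 nM fluorescein-HOX-A9 DNA (stock) added; 30 min ambient. Buffer 50 mM Tris-HCl pH 7.5, 50 mM NaCl, 1 mM DTT, 0.05% BSA.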
Giardia killer = Giardia lamblia killing; AID 540267; activity change, % at 7.66 µM, hits read low; hit rate 0.15% among 340,000; Giardia lamblia trophozoite viability; in the data active = activity change below about -80%; inconclusive = between about -30% and that limit;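 note: parasites exposed to compound for two days anaerobically before the ATP read; % is set by controls: 0 for no effect and ±100 for the full control effect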
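Giardia trophozoites, 100 cells per well, were exposed to compounds for 48 hrs at 37 deg C under anaerobic conditions; viability was then read as ATP content by bioluminescence after 15-30 min at room temperature.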
AT treatment = potential ataxia-telangiectasia treatments restoring KAP-1 phosphorylation; […] A-T fibroblasts, KAP-1 phosphorylation AlphaLISA; neocarzinostatin DNA damage 30 min before lysis; Potency, µM (doses to about 57.5 µM), without a hit: at the highest dose activation, actives largely listed as activators; hit rate 0.19% among 320,000; AID 485349; note: potency is the fitted concentration of half-maximal effect; % of control where 0% means no effect; nearly all actives have a fitted effect of over 45% in size
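ATM-like activity read as KAP-1 phosphorylation via AlphaLISA donor/acceptor antibody pairs after lysis and 6 hr at 25C. Cells were ATM-null patient fibroblasts ([…], hTERT), dosed 60 min, then exposed to the DSB inducer NCS for 30 min.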
TCR activator = activates T cell receptor signaling; primary human leukocytes, anti-CD3, IL-2 HTRF, 48 h; Potency, µM (doses to about 9.22 µM), for inactives: at the top dose activation of IL-2 secretion, most hits filed as activators; 330,000 tested, under 10 active; note: % of control where 0% means no effect
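Activity was scored as IL-2 release from primary human leukocytes given only a TCR signal (a-CD3 beads) plus compound for 48 hr. Detection used a two-antibody HTRF format read at 665nm.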
GALK inhibitor = blocks human galactokinase activity | Purified GALK, Kinase-Glo residual ATP luminescence | P51570 | hit rate 0.007% among 270,000 | Potency, µM (series often up to 57.5 µM), for the others: at the top dose activity change, negative = inhibition, hits mostly inhibitors; note: potency is the fitted concentration of half-maximal effect; % is set by controls: 0 for no effect and ±100 for the full control effect
Target sequence (P51570 whole entry, looked up): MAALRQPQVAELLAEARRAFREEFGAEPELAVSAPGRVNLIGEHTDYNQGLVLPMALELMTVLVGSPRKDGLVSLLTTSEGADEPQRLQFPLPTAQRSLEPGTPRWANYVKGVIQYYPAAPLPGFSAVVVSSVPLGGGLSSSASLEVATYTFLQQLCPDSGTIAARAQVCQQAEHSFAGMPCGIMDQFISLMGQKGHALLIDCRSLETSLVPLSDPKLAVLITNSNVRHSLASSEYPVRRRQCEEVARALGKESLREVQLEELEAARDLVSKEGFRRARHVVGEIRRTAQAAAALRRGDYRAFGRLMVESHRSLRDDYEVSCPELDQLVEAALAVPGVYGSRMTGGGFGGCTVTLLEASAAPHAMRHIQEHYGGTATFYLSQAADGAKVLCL
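Quantitative HTS: GALK 5 nM, ATP 35 uM, galactose 100 uM, 1 h room temperature, then luciferase-based ATP detection.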
TSHR antag = blocks TSH signaling through the human TSH receptor; activity change, negative = inhibition, % at 11.5 µM; hit rate 0.2% among 330,000; AID 504810; P16473; TSHR-expressing cells, TSH-stimulated cAMP HTRF, 2 h; stronger effect = lower value;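 active = activity change below a set negative limit, meaning inhibition stronger than a set level, cut at about -70% in these data; inconclusive = activity change between two set negative limits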; note: % is set by controls: 0 for no effect and ±100 for the full control effect
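TSHR-expressing cells were treated with compounds, then stimulated with TSH at EC80 (4nM final) for 2 hours at 37 deg C. Cellular cAMP was measured by HTRF competition between lysate cAMP and cAMP-d2 for a cryptate-labelled anti-cAMP antibody.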
Chronic BCR inh = inhibitors of chronic active B-cell receptor signaling | Potency, µM (highest dose often 46.1 µM), without a hit: top-dose ratio change, negative = lower green/red ratio, actives largely listed as inhibitors | AID 493014 | hit rate 0.05% among 340,000 | ABC-DLBCL IkBa-CBG/CBR reporter, luminescence ratio, 4 h; active = well fitted inhibition curve with a large enough effect in the signal ratio, with a control signal flat, not every such curve was filed as active; inconclusive = small, poorly fitted or top-dose-only effect, or effect the other way, or a change in a side signal; the % refers to the signal ratio;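 note: potency is the fitted concentration of half-maximal effect; plate controls were basal doxycycline-induced cells for no effect and cells given 10 µM MG132 for full effect; MG132 reads +100%, hits lower the ratio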
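Doxycycline induced both beetle luciferases in TMD8 lymphoma cells; IKK-driven degradation limits the IkappaBalpha-fused green signal, while red luminescence normalises for cell number and nonspecific effects. Compounds tested up to 46 uM, 4 hrs.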
KCNH2 WT inh = blocks the wildtype human KCNH2 potassium channel. Q12809. U2OS, BacMam KCNH2, thallium flux FluxOr; stronger effect = lower value. activity change, % at 1.84 µM. hit rate 0.37% among 340,000;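 active = maximum activity change below -70%; inconclusive = maximum activity change between -70% and -50%; inactive = maximum activity change above -50%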; note: % is set by controls: 0 for no effect and ±100 for the full control effect
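U2OS cells were transduced with wild-type KCNH2 virus (2.03 x 10^8 / mL) for 4 h at room temperature, then cultured overnight at 37 C. Thallium flux was read with FluxOr dye. Rate constants were normalized to DMSO controls.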
Tb PFK block = inhibitors of T. brucei phosphofructokinase; T. brucei PFK, ADP-Glo luminescence; Potency, µM (top dose mostly 57.5 µM), for inactives: at the highest dose activity, negative = inhibition, actives largely listed as inhibitors; hit rate 0.17% among 330,000;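 note: potency is the fitted concentration of half-maximal effect; 0% = uninhibited 1x PFK enzyme wells and -100% = no-enzyme wells; nearly all actives have a fitted effect of over 60% in size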
Target sequence (O15648 whole entry, looked up): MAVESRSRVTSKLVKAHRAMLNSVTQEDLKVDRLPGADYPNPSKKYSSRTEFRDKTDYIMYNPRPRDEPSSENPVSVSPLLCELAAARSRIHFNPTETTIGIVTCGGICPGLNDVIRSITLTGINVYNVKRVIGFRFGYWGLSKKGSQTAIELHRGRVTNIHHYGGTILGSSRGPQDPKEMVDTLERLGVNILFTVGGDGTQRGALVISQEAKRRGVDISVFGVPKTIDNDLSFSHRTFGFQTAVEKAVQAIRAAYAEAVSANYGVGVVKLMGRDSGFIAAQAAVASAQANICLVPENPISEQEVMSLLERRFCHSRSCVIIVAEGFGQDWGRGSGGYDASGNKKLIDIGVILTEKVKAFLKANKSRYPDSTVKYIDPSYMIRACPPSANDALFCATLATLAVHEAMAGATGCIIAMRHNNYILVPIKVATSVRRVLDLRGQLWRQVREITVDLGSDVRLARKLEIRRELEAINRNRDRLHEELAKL
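ADP-Glo luminescence quantified ADP after 45 min at room temperature, with 1.25 nM T. brucei PFK, 0.1 mM ATP and 0.5 mM fructose-6-phosphate in pH 8.0 TEA buffer. qHTS titrations up to 57 µM; curves classified by quality.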
Coupling enz = inhibits coupling enzyme system, counter-screen for aldolase hits. activity change, negative = inhibition, % at 58.2 µM, hits read low. hit rate 0.67% among 290,000. coupling enzyme system counterscreen, AmpLite Red fluorescence. AID 2472; in the data active = activity change below about -30%; note: % is set by controls: 0 for no effect and ±100 for the full control effect
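Coupling enzymes only (glyceraldehyde-3-phosphate) + compound, at 57.5 uM final, 10 min RT; add substrate/coupling/AmpLite Red mix, 20 min RT; fluorescence ex 525/em 598 nm. Actives flag coupling-system interference.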
* = called active by the depositor; u = inconclusive; x = not tested or not shown; & = joins results of further samples; [ ] = dose if it differs, or a comment. Unless noted, calls come from the whole dose curve; as a rule, active = well fitted curve in the direction sought with a large enough effect; inconclusive = small, poorly fitted or top-dose-only effect, or another doubt; inactive = no such curve, though single readings can be large; an effect the other way counts as inactive or inconclusive.

compound	GALK inhibitor	Tb PFK block	Chronic BCR inh	TSHR antag	KCNH2 WT inh	Coupling enz	TCR activator	MLL CXXC-DNA inh	AT treatment	Giardia killer
CCN(CC)c1ccc(/C=C2\CCC(/C=N/NC(=O)c3ccc(=O)n(C)c3)=C2N2CCOCC2)cc1	0%	3%	-8%	-17	-20	0	1%[46.1 µM]	u	-5%	-2
COCCNC(=O)c1nn(-c2cc(OC)cc(OC)c2)c(=O)c2ccccc12	0%	-2%	4%	8	-9	1	-2%	-1%	x	-2
COc1ccc(COC(=O)Nc2cc3c(C(F)(F)F)nn(C)c3s2)cc1	2%	9%	-9%	-29	1	-5	0%	-9%	3%	8
COc1ccc(S(=O)(=O)Nc2cc(C)ccc2OC)cc1C	1%	-1%	u	-6	1	0	-3%	3%	17%	13
CN(C)c1ccc(CNn2cnnc2)cc1	8%	0%	2%	2	16	-1	x	-4%	-3%	3
CCOc1ccc(S(=O)(=O)N(CC(=O)NCc2cccnc2)c2ccc(C)cc2)cc1	6%	0%	6%	-13	17	0	-1%	17%	-2%	2
CCn1c(SCC(=O)Nc2ccccc2OC)nc2ccccc2c1=O	0%	0%	0%	2	9	6	-3%	-1%	5%	-10
CC1CCN(C(=O)c2nc[nH]c2C(=O)OCCNC(=O)OC(C)(C)C)CC1	x	3%	4%	4	-20	x	1%	x	-2%	-4
COC(=O)c1ccc(CSc2ncn[nH]2)o1	6%	1%	-1%	7	-15	-1	-2%	8%	12%	-4
Cc1ccc(N(C(=O)c2ccc(CN3CCOCC3)o2)C(C(=O)NCCC(C)C)c2cccs2)c(C)c1 (configuration not stated)	-1%	0%	-2%	-1	-3	1	0%[46.1 µM]	-2%	-7%	15
CC(N)(C(=O)O)c1cccc(OCc2cccc(Cl)c2)c1 (configuration not stated)	1%	-14%	u	-2	-2	-1	3%	-7%	2%	16
COc1ccc(Oc2coc3cc(OCC(=O)N4CCCCC4)ccc3c2=O)cc1	0%	-4%	-4%	-5	x	0	-5%[46.1 µM]	10%	0%	x
Cc1oc(C(=O)O)cc1COc1ccc2c3c(c(=O)oc2c1)CCC3	-1%	1%	u	-7	-3	16	5%	6%	0%	-6
Cc1sc(-c2ccccn2)nc1OC(=O)c1cccc(Cl)c1Cl	0%	-2%	-5%	-6	0	1	3%	u	8%	-16
O=C(/C=C\c1ccccc1OC(=O)c1ccccc1F)c1cc2ccccc2o1	-4%	1%	13µM*	-6	-9	0	-2%[46.1 µM]	56%[activator]	27%	-26
CC(C)Cn1nc(C(=O)Nc2nnc(C3CC3)s2)c2ccccc2c1=O	x	-8%	-19%	-14	-1	x	0%	x	0%	5
CCN1CCN(C(=O)c2ccccc2Nc2ccc(SC(F)F)cc2)CC1	0%	-4%	3%	-6	45	-1	-1%	-5%	1%	2
CCOc1ccccc1-n1c(=O)c2ccccc2c2ccccc2c1=O	1%	0%	-5%	64	2	-6	-5%[46.1 µM]	-2%	-9%	6
Cc1ccccc1N1C(=O)Cc2ccccc2C1=O	0%	16%	u	-13	-4	-6	0%	u	9%	-12
COc1ccc(/C=N/NC(=O)c2nc(-c3ccccc3)n(-c3ccccc3)n2)cc1OC	-1%	-1%	-3%	8	-16	-3	-3%[46.1 µM]	3%	4%	16
O=C(O)C1CCC(c2ccc(-c3ccccc3)cc2)CC1 (configuration not stated)	8%	-4%	x	-14	0	12	-7%	-18%	-2%	3
CC(C)c1ccc(NC(=O)Cn2ncc3ccccc32)cc1	-1%	2%	u	-6	-2	1	1%	3%	0%	-20
CCCCCCn1c(N2CCCC2)nc2c1c(=O)n(C)c(=O)n2C	-2%	-3%	u	1	-16	-1	x	1%	-8%	13
CCOC(=O)CSc1cc(C)nc(N)n1	-2%	-8%	u	5	-6	0	-3%	4%	2%	-12
COc1ccccc1C(=O)NCC(c1cccs1)N1CCc2ccccc21 (configuration not stated)	x	u	u	-15	-18	x	-11%	x	-1%	-13
COc1ccccc1CN(C)C(=O)c1ccccc1SCC(=O)N1CCCC1	x	0%	u	0	0	x	-7%	x	4%	4
CCCCCOc1ccc(C(=O)NCC(=O)NCC(=O)OCC)cc1	4%	1%	u	3	0	0	1%	-6%	4%	12
CSc1ccc(C2C3(C#N)C(N)=NC4(OCCO4)C23C#N)cc1 (configuration not stated)	1%	0%	-9%	-2	-2	1	-22%	-2%	0%	2
C#CCOc1ccc2c(C)cc(=O)oc2c1	6%	-3%	u	-7	-8	-1	-2%	2%&0%	0%	-4
CN(C)c1ccc(N/C=C/C(=O)C(C)(C)C)cc1	-4%	-4%	5%	u	-3	-29	10%	1%	-11%	-10
Cc1ccccc1CSc1ccc(-c2ccc3c(c2)OCO3)nn1	0%	0%	1%	-7	-3	0	0%[46.1 µM]	11%	2%	-12
O=C(c1cc(Cl)ccc1Cl)N1CCc2ccccc21	1%	3%	-1%	6	-8	-1	-4%	23%	-4%	u
CC(C)(C)NC(=O)C(OC(=O)Cn1nnc(-c2ccc(F)cc2)n1)c1ccncc1 (configuration not stated)	-1%	-5%	1%	-8	-16	1	-3%	-9%	2%	5
O=C(CSc1nnc(-c2ccco2)o1)N1CCOCC1	-3%	1%	u	3	2	5	3%	6%	0%	1
COc1cc(C(=O)O/N=C2/C=CC(=O)C(C)=C2C)cc(OC)c1OC	-2%	0%	-1%	10	0	-19	-4%	1%	4%	-3
O=C(COC(=O)Cc1n[nH]c(=O)c2ccccc12)NNC(=O)c1ccc(Cl)cc1	x	0%	2%	6	-4	x	-1%	x	2%	9
COc1ccccc1CN1CC(C(=O)NCCN2CCOC2=O)CCC1=O (configuration not stated)	-5%	3%	0%	-10	-1	x	5%	8%	8%	-4
CCOC(=O)c1ccc(Nc2ncnc3ccccc23)cc1	1%	3%	-4%	-4	5	-3	7%	-1%	-1%	20
COc1ccc(C2=NN(CCC(=O)NC3CCCCCC3)C(=O)CC2)cc1	-8%	-3%	3%	-11	-12	4	12%	10%	6%	32[activator]
COc1ccc(CCNC(=O)C(=O)Nc2ccc3c(c2)OCO3)cc1OC	0%	-1%	-8%	-29	-2	7	4%	5%	-1%	1
Cc1cc(C)n(C(=O)c2ccc(C)c(S(=O)(=O)N3CCCC3)c2)n1	0%	5%	u	-5	7	0	-1%	-4%	-1%	-4
COc1cccc(-n2c(SCC(N)=O)nnc2-c2ccncc2)c1	0%	3%	0%	2	-23	-2	7%	-3%	4%	-6
COc1ccc(CC(=O)O/N=C(\N)c2ccccn2)cc1	-2%	-13%	1%	7	5	1	3%	-9%	7%	-19
CCCCN(C(=O)C1=NN(c2ccccc2)C(=O)CC1)c1c(N)n(CC(C)C)c(=O)[nH]c1=O	x	0%	5%	-5	-3	x	-4%	x	1%	-10
Cc1c(NC(=O)/C(=C/c2cccs2)c2cccs2)c(=O)n(-c2ccccc2)n1C	0%	10%	10%	13	-13	1	-1%[46.1 µM]	5%	3%	-9
O=C1CCC(=O)N1c1ccc(NCc2ccccc2Cl)c([N+](=O)[O-])c1	0%	-5%	-2%	5	45	2	-5%[46.1 µM]	-3%	-2%	-7
CCOC(=O)CSc1nnnn1-c1cc(OC)c(Cl)cc1OC	0%	0%	-3%	49	-12	-2	-2%	10%	1%	-8
COc1ccc(NC(=O)N2CCN(S(=O)(=O)c3ccc(F)cc3)CC2)c(OC)c1	8%	-1%	5%	-2	-5	x	4%	-6%	-4%	-7
Cc1oc(-c2ccccc2)nc1CS(=O)CC(=O)NC1CCCCCC1 (configuration not stated)	2%	-9%	u	7	-6	x	-1%	4%	-9%	-4
Cc1cc(C)cc(NC(=O)c2cc(S(=O)(=O)N3CCCC3)cn2C)c1	x	2%	-7%	6	11	-1	5%	x	6%	-18
COCCn1c(=NC(=O)c2cc(-c3cccs3)nc3ccccc23)sc2cc(S(N)(=O)=O)ccc21	-2%	7%	u	-22	0	-3	0%[46.1 µM]	-3%	8%	2
O=C(CSc1nnc(COc2ccccc2)o1)NC1CC2CCC1C2 (configuration not stated)	8%	-14%	u	-2	-9	x	1%	21%	-2%	26
CNC(=O)c1csc(-c2ccc(Cl)cc2)n1	1%	-1%	1%	-3	1	1	8%	-4%	2%	3
CN1CCN(c2nc(-c3ccccc3Cl)nc3ccccc23)CC1	0%	0%	-2%	25	25	5	9%	41%	-8%	-5
c1cncc(CNC2CCCc3ccccc32)c1 (configuration not stated)	1%	-2%	-1%	5	-18	1	0%	-13%	5%	-4
CCN(CC)CCN1C(=O)C(=O)/C(=C(/O)c2cccc(OC)c2)C1c1ccccn1 (configuration not stated)	-2%	-7%	4%	27	12	0	0%	-10%	-1%	11
